MT stabilizer: microtubule stabilizers in HeLa cells, primary screen, imaging, high-content imaging; HeLa tubulin immunostaining HCS, 24 h; share of cells brighter than vehicle mean+2SD; % tubulin-high responders, % at 10 µM; hit rate 0.83% among 200,000;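 active = plate Z-score above 3 for both tubulin-high and condensed-nucleus cell shares, with cell loss under 80%, at 10 µM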;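 also: anti alpha tubulin signal scored within the nucleus-defined area of each cell; some results filed as inactive read as strong as hits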
T cell modulator: modulators of CD8 T cell-vesicle binding, primary screen, mouse 2C CD8+ T cells, flow cytometry. 2C CD8+ T cell-vesicle binding; hits give low values. calls only at 7 µM. hit rate 0.068% among 330,000. AID 2052, 2009;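 active = response, share of CD8 T cells binding vesicles, and their 90th percentile fluorescence all below set limits, cut at about 80% in these data, passing the limit was not always enough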
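incubation = binding step 1.5 h, 37 °C, antibody labelling 20 min, ice | test system = 2C mouse CD8+ T cells | read-out basis = percent CD8+ FL2 mean versus row control | controls = Peptide-free naked vesicles (low) and QL9 vesicles with 0.7% DMSO vehicle (high) | detection = flow cytometry of vesicle-bound cells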
WT yeast gro inh: growth inhibition of WT strain, primary screen, mitochondrial fusion inhibitor project, WT and mutant strains, chemical genetic; mitochondrial fusion phenotypic screen; inhibition, % at 10 µM; hit rate 2.1% among 190,000; AID 1362, 2008; in the data active = inhibition above about 58%; tested in S. cerevisiae
Dynein cargo inh: inhibitors of GR-EGFP nuclear translocation, primary screen, dynein cargo transport inhibitor project, imaging, high-content, 3617.4 mouse cells. test concentration mostly 20 µM; stimulated with dexamethasone, 1 µM; hits give low values. z-score, hits read low. hit rate 0.47% among 220,000. AID 1381, 2008;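 active = plate z-score of nuclear minus cytoplasmic receptor signal below a set negative limit, without overly bright fluorescence or cell loss, cut at about -3.5 in these data, passing the limit was not always enough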;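 also: z-score of nuclear minus cytoplasmic ring GR-EGFP intensity difference per well; some compounds called inactive have numbers as strong as hits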
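Buffer or medium: Induction medium lacking tetracycline, stripped serum | Also added: Dexamethasone agonist, 1.0 µM final, for 30 min | Timing: 48 h induction, 1 h compound, 30 min dex at 37 °C | Detection: Formaldehyde fixation, Hoechst nuclear stain, 10x automated fluorescence imaging | Measure: Nuclear versus cytoplasmic GR-EGFP signal, averaged per well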
Autophagy mod: autophagy modulators in MEF cells, primary screen, imaging, high-content, MEF GFP-LC3; MEF GFP-LC3 puncta imaging; test concentration mostly 10 µM; hit rate 0.98% among 190,000; AID 463193, 2010; calls only at 10 µM (by protocol);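 active = percentage of spot-positive cells more than 3 SD above its plate mean, without a fluorescence outlier flag or 80% toxicity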;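 also: spot-positive cell cutoff set from DMSO-treated cells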
M1AAP inhibition: P. falciparum M1AAP inhibitors, biochemical, fluorogenic H-Leu-NHMec substrate, 1536-well (AID 1445). Aminopeptidase N (Plasmodium falciparum (isolate 3D7)). recombinant M1AAP, H-Leu-NHMec fluorogenic kinetic assay; higher % means a stronger effect. inhibition, % at 30 µM; hits with a dose series show IC50 in µM. hit rate 0.42% among 220,000;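 active = primary inhibition above the hit cutoff, then over 50% inhibition at one or more dose response concentrations, cut at about 23% in these data, passing the limit was not always enough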;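 also: plate controls were DMSO full reaction for no effect and no enzyme background for full effect; strong numbers were not always called active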
P. falciparum M17LAP: P. falciparum M17LAP inhibitors, primary screen, biochemical, fluorogenic H-Leu-NHMec substrate, 1536-well (AID 1619); recombinant M17LAP, H-Leu-NHMec fluorogenic kinetic assay; higher % means a stronger effect; inhibition, % at 30 µM, or IC50 in µM where a hit was titrated; hit rate 0.38% among 220,000;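 active = compound inhibiting the enzyme by more than half at any dose during confirmatory dose-response retesting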;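 also: plate controls were full reaction with DMSO carrier for no effect and no enzyme background for full effect; strong numbers were not always called active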
b-catenin transl: modulators of beta-catenin nuclear translocation, primary screen, imaging, HeLa cells, immunofluorescence, high-content. nuclear translocation activity, % at 5 µM. hit rate 0.3% among 190,000. AID 1665, 2009;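 active = nuclear translocation activity above 50% at 5 µM, with a well cell count of 50 or more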;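 also: per-cell ratio of nuclear to cytoplasmic median beta-catenin stain intensity; plate controls were DMSO negative control for no effect and GSK-3 inhibitor IX positive control for full effect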
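Test system: HeLa cells, endogenous beta-catenin; Compound: single 5 µM dose plus 0.02–20 µM confirmation series; Times: compound exposure 24 h at 37°C; Signal: fluorescence imaging of beta-catenin antibody stain plus DAPI; Read-out: % activation, nuclear-to-cytoplasmic median beta-catenin signal ratio per cell.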
Yfh1-depleted yeast: enhancers of respiration in Yfh1-depleted yeast, dose response, Friedreich's ataxia, plus single-dose screen (AID 1465); S. cerevisiae Yfh1-off respiration, WST-1 reduction, 72 h; higher fold induction means a stronger effect; one-dose fold induction at 50 µM; EC50 in µM for titrated hits; hit rate 0.074% among 220,000;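 active = fold induction of absorbance versus untreated yeast above a set limit, then at least 30% activation at any dose in follow-up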;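 also: activators that raise dye reduction in frataxin-depleted yeast; strong numbers were not always called active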
WT yeast gro inh mutant strain: further read-out of WT yeast gro inh, marked with its call; inhibition, %; mitochondrial fusion phenotypic screen, mutant strain inhibition
Dynein cargo inh cytoplasmic EGFP: recorded beside Dynein cargo inh, whose call it bears; z-score; measured here: cytoplasmic GR-EGFP intensity; hits give high values
Dynein cargo inh nuclear GR-EGFP: recorded beside Dynein cargo inh, whose call it bears; z-score; measured here: nuclear GR-EGFP intensity;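 lower value marks the stronger effect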
Dynein cargo inh cell count: further read-out of Dynein cargo inh, marked with its call; z-score; measured here: cell count per field
b-catenin transl cell count 5 µM: recorded beside b-catenin transl, whose call it bears; cell count; measured here: cell count, cytotoxicity flag
T cell modulator vesicle-bound %: second read-out of T cell modulator, no call of its own (marks repeat the call); double positive events, %; measured here: CD8+ vesicle-bound cell fraction;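 binding gate set so that unloaded-vesicle control wells show 10% double positive cells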
MT stabilizer Hoechst-high %: recorded beside MT stabilizer, whose call it bears; % Hoechst-high responders; measured here: nuclear condensation Hoechst responders;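 share of cells brighter than vehicle mean plus two SD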
MT stabilizer cytotoxicity %: recorded beside MT stabilizer, whose call it bears; toxicity, %; measured here: cytotoxicity by cell density;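 0% = mean cell density of plate MIN control wells and 100% = no cells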
Autophagy mod cell loss 18 h: also measured in Autophagy mod; calls as there; toxicity, %; measured here: cell loss, nuclei count;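 cell loss after 18 h compound exposure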
* marks the source's active call; other numbers are inactive results; i = inactive; nt = not tested or not shown; & = joins results of further samples. Compounds as they come; overall some 4.4% were active at least once.

SMILES	MT stabilizer	MT stabilizer Hoechst-high %	MT stabilizer cytotoxicity %	T cell modulator	T cell modulator vesicle-bound %	WT yeast gro inh	WT yeast gro inh mutant strain	Dynein cargo inh	Dynein cargo inh cytoplasmic EGFP	Dynein cargo inh nuclear GR-EGFP	Dynein cargo inh cell count	Autophagy mod	Autophagy mod cell loss 18 h	M1AAP inhibition	P. falciparum M17LAP	b-catenin transl	b-catenin transl cell count 5 µM	Yfh1-depleted yeast
O=C(N/N=C/c1ccccn1)c1cccc([N+](=O)[O-])c1	2.2	1.6	6.1	i	34.0	-4.7	-5.2	-0.215	-0.311	-0.405	0.221	i	4.3	-2.2%	18.6%	-2.4	1070	i
CC(C)(C)OC(=O)CNC(=O)c1nc[nH]c1C(=O)NCC(=O)OC(C)(C)C	nt	nt	nt	i	15.7	nt	nt	-0.247	-0.783	-0.0747	-0.00765	nt	nt	0.9%	18.4%	0.4	1200	i
Cc1cc(NS(=O)(=O)c2ccc(NC(=O)/C=C/c3ccc(C)o3)cc2)nc(C)n1	1.9	2.3	3.8	i	2.8	9.7	5.0	-0.652	-0.308	-0.516	0.661	i	-24.9	7.5%	6.5%	2.1	1025	i
CNC(=O)C1CCCN1S(=O)(=O)c1ccc(OC)cc1 (stereo unspecified)	3.8	1.2	5.0	i	18.2	7.7	-14.8	-0.43	-0.131	0.359	-0.398	i	-4.7	-2.1%	4.9%	1.3	986	i
N#CC1=CN(Cc2ccccc2)C=C(/C=N/Nc2ccccc2)C1	4.9	4.1	10.3	i	12.8	19.0	-1.8	-1.65	-0.215	-0.366	0.842	i	-7.6	17.9%	-2.5%	-1.0	1129	i
COC(=O)COc1cccc(NC(=O)c2cc(OC)cc(OC)c2)c1	3.3	1.7	3.9	i	29.5	8.2	23.7	-0.538	-0.347	0.313	0.307	i	10.5	3.8%	-2.5%	0.7	1502	i
CCCC(CCC(=O)Nc1cccc([N+](=O)[O-])c1)C(=O)O (stereo unspecified)	nt	nt	nt	i	56.8	nt	nt	-0.197	-0.197	0.37	-0.0146	nt	nt	-2.1%	2.1%	0.0	1312	i
Nc1ccc(-n2nncc2-c2ccccc2)cc1	3.6	3.0	4.1	i	19.7	18.7	-2.8	0.0251	-0.226	-0.161	0.358	i	-2.3	-5.3%	17.8%	1.3	1124	i
CC(C)/C(=N/Nc1ccccc1[N+](=O)[O-])c1ccccc1	1.0	1.7	3.4	i	6.2	63.8*	0.8*	-0.435	-0.278	-0.161	0.853	i	-1.6	-0.5%	-2.5%	0.5	1553	i
c1cnc2c(c1)ccc1cccnc12	5.2&13.2	2.5&17.6	9.9&28.2	i	25.6&28.8	35.0&38.6	31.8&31.3	-0.257&0.632	-0.262&-0.242	0.162&0.521	0.337&0.375	i	21.2&5.5	-13.8%&-29.6%	-2.0%&3.7%	2.2&-2.6	671&386	i
Cc1ccc(Cl)cc1NC(=S)N(C)N	nt	nt	nt	i	28.0	nt	nt	0.903	1.69	0.624	-2.11	nt	nt	2.3%	8.1%	-4.7	1069	i
COCCNC(=O)/C(C#N)=C\c1ccc(CNS(=O)(=O)c2ccc(C)cc2)o1	3.7	1.3	4.6	i	41.8	4.0	-6.7	-0.0532	-0.347	0.207	0.659	i	2.2	18.6%	9.4%	0.6	1492	i

Some values from the list:
MT stabilizer with Nc1ccc(-n2nncc2-c2ccccc2)cc1 → 3.6
b-catenin transl cell count 5 µM with CC(C)/C(=N/Nc1ccccc1[N+](=O)[O-])c1ccccc1 → 1553

(further entries)
SMILES	MT stabilizer	MT stabilizer Hoechst-high %	MT stabilizer cytotoxicity %	T cell modulator	T cell modulator vesicle-bound %	WT yeast gro inh	WT yeast gro inh mutant strain	Dynein cargo inh	Dynein cargo inh cytoplasmic EGFP	Dynein cargo inh nuclear GR-EGFP	Dynein cargo inh cell count	Autophagy mod	Autophagy mod cell loss 18 h	M1AAP inhibition	P. falciparum M17LAP	b-catenin transl	b-catenin transl cell count 5 µM	Yfh1-depleted yeast
C=CCNC(=S)Nc1cccc([N+](=O)[O-])c1	nt	nt	nt	i	60.2	nt	nt	-0.698	-0.195	0.408	-1.03	nt	nt	8.1%	1.9%	0.2	1308	i
CCC(=O)n1nc(-c2cccnc2)nc1NCc1ccccc1	5.9	1.7	1.4	nt	nt	8.2	5.8	-0.171	-0.309	0.0314	0.235	i	23.1	0.4%	4.3%	0.0	1082	i
O=C(CSc1nnc(SCc2cccc3ccccc23)s1)c1ccc2c(c1)OCO2	1.9	1.1	5.1	i	16.3	22.3	27.1	0.162	-0.153	0.0314	-0.244	i	2.7	0.3%	22.0%	-0.9	1329	nt
COc1ccccc1/C=C/C1(C(=O)NC2CCCC2)CC(=O)N1c1ccccc1 (stereo unspecified)	nt	nt	nt	i	20.6	nt	nt	-0.144	-0.191	0.474	-1.2	nt	nt	-7.6%	-11.0%	-0.3	1285	i
CC1CCCC(C)N1C(=O)Cc1ccccc1 (stereo unspecified)	1.7	1.7	8.9	nt	nt	-3.9	6.4	1.58	-0.2	1.09	0.0755	i	4.1	2.0%	3.5%	9.0	985	i
COC(=O)C1(C)NC(c2ccco2)C2C(=O)N(c3ccc(F)cc3)C(=O)C21 (stereo unspecified)	3.0	1.7	13.5	i	30.9	-19.3	6.3	0.023	-0.209	-0.309	-0.583	i	-1.6	-3.5%	-5.2%	0.2	1478	i
Cc1ccc(-n2cnc3sc(C)c(C)c3c2=O)cc1	2.7	1.7	8.7	i	13.4	6.4	7.8	0.546	-0.0163	0.663	-0.641	i	6.6	12.6%	12.7%	-0.2	1517	i
CC(=O)OC(C(=O)NC1CCCCC1)c1cccc(C)c1 (stereo unspecified)	3.7	2.6	2.2	i	28.1	0.1	18.9	-0.365	-0.21	-0.377	0.204	i	-6.8	6.3%	6.8%	-0.8	1031	i
O=C(Cc1ccccc1)NNC(=S)Nc1ccccc1	2.5	1.3	4.0	i	40.7	18.7	-2.6	0.592	-0.358	-0.382	0.598	i	-11.2	-15.3%	7.0%	-0.1	1469	i
O=C(Nc1c(Cl)cc(Cl)cc1C(=O)NCc1cccnc1)c1ccc(Cl)cc1Cl	2.9	1.7	8.6	i	21.0	2.7	-32.5	0.288	-0.215	-0.057	0.602	i	9.2	9.1%	5.1%	-1.3	856	i
Cc1ccc(C)c(-n2c(Cc3cc(=O)[nH]c(=O)[nH]3)nnc2SCC(=O)NCC2CCCO2)c1 (stereo unspecified)	3.3	2.2	5.5	i	28.1	-6.4	-9.9	0.459	-0.281	0.281	-0.742	i	2.6	4.5%	15.8%	-0.8	1391	i
O=c1[nH]c(N/N=C/c2ccc(O)cc2)nc2ccccc12	5.0	1.1	9.7	i	52.4	2.2	16.8	1.57	-0.217	1.21	-2.25	i	28.4	23.0%	-23.0%	-0.1	1136	i
CC1(C)CC(=O)c2cnc(NCC3CCCO3)nc2C1 (stereo unspecified)	2.0	1.9	10.6	i	43.4	12.6	8.3	0.237	-0.209	-0.0724	0.114	i	1.1	-1.6%	10.0%	-5.3	1081	i
COc1cc(NC(C)C(=O)N2CC(C)OC(C)C2)cc(OC)c1 (stereo unspecified)	1.6	1.2	20.7	i	50.2	-17.7	-34.4	-0.531	-0.512	-0.296	1.01	i	-2.7	8.2%	13.2%	-1.4	1242	i
O=S(=O)(c1ccc2c(c1)OCCO2)N1CCN(c2cccc(Cl)c2)CC1	2.3	2.6	11.9	i	2.8	35.5	15.0	-0.533	-0.075	-0.282	-0.185	i	5.2	-6.1%	-3.0%	0.5	963	i
COCCNC(=O)CN(C(=O)Cn1nnc2ccccc21)c1cc(C)cc(C)c1	0.9	1.6	0.4	i	35.5	-9.2	8.8	0.169	0.137	0.258	0.771	i	-9.0	6.2%	-5.2%	-1.3	1115	i
C/C(Cl)=C/Cn1c(=O)c2c(nc(Br)n2Cc2ccccc2)n(C)c1=O	4.2	3.0	6.7	i	35.0	-3.7	-4.2	-0.562	-0.26	-0.116	0.272	i	-4.7	0.2%	-1.9%	-0.1	1004	i
COc1ccc(CNC(=O)CCCOc2cc(=O)n(C)c3ccccc23)cc1	2.4	2.6	9.6	i	52.6	-9.9	22.2	-0.361	-0.198	-0.3	0.416	i	-1.4	3.8%	4.7%	nt	nt	i
CCC(=O)Nc1cccc(-c2nnc(SCC(=O)c3ccccc3)n2C)c1	4.0	1.5	8.2	i	39.5	-0.5	-1.3	0.0316	0.0969	0.408	0.367	i	22.6	3.5%	-2.5%	-4.1	965	i

Screens from PubChem BioAssay.
